# Assay outcomes: PubChem, several laboratories
# HSP90 refold inh: inhibitors of HSP90 luciferase refolding in rabbit reticulocyte lysate; AID 1789; luciferase refolding luminescence, 3 h; inhibition, % at 5.6 µM; hit rate 0.91% among 290,000;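 active = inhibition above the screen-wide mean plus 3 SD, computed separately per campaign, cut at about 16% in these data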;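 also: 0% = DMSO wells and 100% = 60 µM geldanamycin wells; inhibitors lower the luminescence because luciferase stays unfolded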
# HIF act: HIF pathway transcriptional activation; U2OS HRE-luciferase reporter, luminescence; normalized: DMSO 0%, desferrioxamine 100%; activation, % at 7.5 µM (by protocol); hit rate 0.32% among 300,000; AID 1910;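 active = mean activation of at least 10% of the iron chelator positive control signal, with at least half of replicates also reaching 10%; inconclusive = mean and replicate majority disagree about reaching 10%; inactive = mean and most replicates under 10%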
# HSF1 inh: HSF1 inhibition; NIH3T3-HGL HSE-luciferase, MG132-induced, luminescence 8 h; stronger effect = lower value; activity change, negative = inhibition, % at 7.5 µM (by protocol); hit rate 0.77% among 300,000;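 active = more than half of replicate wells show activity change below -50%, luminescence cut by over half; inconclusive = some wells, but at most half, below -50%; inactive = no replicate well below -50%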;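 also: luciferase reports HSF-1 transcriptional activity via heat shock element; 0% = median of DMSO wells and -100% = zero luminescence signal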
# Platelet DG rel: platelet dense granule release activity; human platelet-rich plasma, SFLLRN dense granule ATP release, luminescence; inhibition, %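 (compounds screened at 7.5 µM in platelet-rich plasma)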; AID 1663; hit rate 0.22% among 300,000;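 active = mean replicate score, as percent of positive control, at or above 50; inconclusive = mean below 50 but at least one replicate at or above 50; inactive = mean and every replicate below 50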
# KLF5 inh: inhibitors of KLF5 expression; inhibition, % at 5 µM; AID 1700; DLD-1 KLF5 promoter-luciferase reporter, luminescence; hit rate 0.23% among 290,000;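 active = inhibition above a per-plate limit of that plate's mean compound inhibition plus 3 SD, cut at about 60% in these data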;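 also: 0% = DMSO wells and 100% = LY294002 at 200 µM; higher means less KLF5 promoter-driven luciferase light; inactives centre near -14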
# aSyn 5UTR inh: MLPCN primary screen, SNCA 5' untranslated region. alpha-synuclein 5'UTR reporter, inhibitor activity. inhibition, % (tested at 7.5 µM). hit rate 0.82% among 300,000. AID 1813; in the data active = inhibition above about 60%; inconclusive = no clear call, values can overlap the other calls;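 also: H4 neuroglioblastoma cells stably carrying SNCA 5'UTR luciferase fusion; 0% = DMSO wells and 100% = positive control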
# HSF-1 act: increases HSF-1 driven luciferase reporter signal; activation, % at 9 µM; NIH3T3-HGL HSF-1 luciferase reporter, MG132, 8 h; 100% = twice DMSO control signal; hit rate 1.7% among 300,000;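 active = mean replicate activation of at least 50% with a set share of replicates each reaching 50%; inconclusive = only one of those two conditions met; inactive = mean below 50% and too few replicates reaching it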;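 also: 0% = median of the neutral control wells and 100% = twice that signal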
# AI-2 QS mod: modulators of Vibrio harveyi AI-2 quorum sensing system; Vibrio harveyi JMH597 AI-2 luminescence/OD600 ratio, 9 h; stronger effect = lower value; strain lacks LuxN and CqsS sensors; 0 = neutral-control median; activity change, % at 7.5 µM; hit rate 0.4% among 300,000; in the data active = activity change below about -75%, passing the limit was not always enough; inconclusive = no clear call, values can overlap the other calls;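 also: luminescence divided by OD600 gain over 9 h not by final OD600 alone; inactives centre near 13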
# SKKanGAS inh: inhibitors of SKKanGAS S. pyogenes growth in kanamycin (SK-promoter or general growth effect) | inhibition, % at 7.5 µM | hit rate 1.3% among 300,000 | BacTiter-Glo, 6 h | AID 1662;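 active = mean replicate score, as percent of positive control median, at least 50; inconclusive = mean below 50 but one replicate at or above 50; inactive = mean and every replicate below 50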;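 also: strain carries kanamycin resistance gene driven by streptokinase promoter and grows in 40 µg/ml kanamycin; loss of luminescence reflects streptokinase promoter inhibition or plain growth inhibition; 0% = median of DMSO wells and 100% = positive control at its reference dose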
# IEC-6 tox: counter-screen for KLF5 inhibitors: cytotoxicity in IEC-6 cells | IEC-6 cytotoxicity, luminescence viability | inhibition, % at 5 µM | hit rate 0.78% among 290,000 | AID 1825; in the data active = inhibition above about 22%;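 also: 0% = plate median of test compound wells and 100% = cytotoxic reference compound wells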
# The depositor's hits bear a star; u = inconclusive; x = not tested or not shown.
# Values in the order – HSP90 refold inh, HIF act, HSF1 inh, Platelet DG rel, KLF5 inh, aSyn 5UTR inh, HSF-1 act, AI-2 QS mod, SKKanGAS inh, IEC-6 tox
COc1ccc(/C=C/C(=O)OCC(=O)NCCC2=CCCCC2)cc1OC
→ -2.1, 0.4, -5.5, 1.0, -25.3, -28.4, -3.5, 34.3, -2.9, -3.2
COc1ccc(C2NC(=O)NC(C)=C2C(=O)OCc2ccc3c(c2)OCO3)cc1OC (centres undefined)
→ 0.7, -0.8, -4.0, -5.7, -3.6, 23.8, 6.3, 5.8, -10.7, -3.4
Cc1cc(NS(=O)(=O)c2ccc(NC(=O)c3ccc(Cl)cc3Cl)cc2)no1
→ 1.3, 1.2, -0.4, -4.0, -22.5, -2.7, -7.9, 21.5, -9.7, -0.3
COc1cccc(-c2ccc(NC(=O)C3CCCN(Cc4cnn(C(C)C)c4)C3)cc2)c1 (centres undefined)
→ -1.9, 0.0, 4.2, 4.2, -43.1, -27.6, 18.1, 31.5, -1.4, -4.0
CN(C)c1ccc(/C=C2\C(=N)N3N=C(CC(=O)N4CCCC4)SC3=NC2=O)cc1Br
→ -3.9, -0.1, 3.3, 0.2, 3.2, -0.2, 9.1, 12.8, -4.1, -9.0
NC(=O)c1ccccc1NS(=O)(=O)Cc1ccc(Cl)cc1
→ 4.4, 0.0, -7.8, 2.4, 2.1, 12.5, -21.7, -9.9, 3.5, 4.2
O=C(c1ccco1)N1CCN(C(c2ccc(F)cc2)c2nnnn2Cc2cccs2)CC1 (centres undefined)
→ 1.4, -2.0, 5.6, 7.1, -9.5, -4.5, 10.1, 33.8, -3.5, 5.9
COc1cccc(N2CCN(CC(=O)Nc3ccc(SC(F)F)cc3)CC2)c1
→ 3.9, -0.2, 5.4, -10.3, -21.0, 53.4, -3.7, 21.0, 4.3, -1.3
O=C(Nc1cccc(Cl)c1Cl)c1ccncc1
→ -0.8, -27.4, -11.8, -3.3, -11.5, -13.7, 5.9, 14.9, 13.7, 1.3
O=C(CN1CCc2ccccc2C1)NCc1ccco1
→ 0.4, -0.1, 0.6, -7.5, -8.2, 8.3, 2.4, 0.6, -6.7, 3.5
Clc1cccc(N/N=C/c2ccc(N3CCOCC3)s2)c1
→ 2.9, 0.9, 7.4, 2.7, -32.2, -167.4, -0.6, 16.7, 1.3, 4.8
NC(=O)CCN1CCC(c2nc3ccccc3s2)CC1
→ -2.4, -9.1, -11.2, 26.0, -7.8, 11.7, 5.4, x, -10.5, 5.0
COc1ccc(-c2[nH]ncc2CN(C)Cc2nonc2C)c(OC)c1
→ 1.2, -0.6, -1.8, 1.8, 4.0, 12.0, -15.6, 7.5, -9.7, 10.8
CCN(CC(=O)NCCc1ccccc1)S(=O)(=O)c1ccc(Br)cc1
→ -2.5, 0.3, -5.3, 8.9, -35.8, 8.3, -6.4, 2.2, 3.3, 0.3
O=C(NC1CCCCCC1)c1ccc2c(=O)n3c(nc2c1)CCCCC3
→ 7.4, 1.8, 9.7, 1.6, -133.5, -72.5, -2.3, 7.0, 4.1, 0.7
COC(=O)c1cccc(NC(=O)Nc2ccc(Cl)cc2)c1
→ -2.8, -4.8, 2.3, 4.5, -36.5, -25.8, 16.0, -24.4, -3.0, 3.5
CS(=O)(=O)c1ccc(-c2csc(-c3cccnc3)n2)cc1
→ 7.4, 0.0, 4.3, 1.9, -18.6, -46.5, -0.6, 1.5, -12.1, -2.8
CCc1ccc(NS(=O)(=O)c2c(C(=O)N3CCOCC3)c(C)n(C)c2C)cc1
→ -5.7, 0.8, -3.7, -0.2, -14.4, 19.3, -1.6, 14.6, -1.3, 2.6
Cc1ccnc(NC(=O)CNC(=O)c2ccc3ccccc3c2)c1
→ x, 3.1, 4.4, 2.8, x, -37.6, 22.1, u, -1.5, x
CCOC(=O)C(NC(=O)c1cccc(Cl)c1)(OCc1ccc(F)cc1)C(F)(F)F (centres undefined)
→ 2.4, -0.6, -11.1, -8.1, -6.3, 4.7, 0.7, 27.8, 0.7, 3.3
Cc1cc(C)n(-c2ccc(C(=O)OCC(=O)Nc3ccc(Cl)c(S(=O)(=O)N(C)C)c3)cc2)n1
→ -5.0, 0.3, -1.9, -7.6, -22.3, -13.2, 3.2, 32.3, 7.5, -5.8
O=C(COc1ccccc1)NCc1nnc(SCC(=O)Nc2nccs2)n1-c1ccccc1
→ 0.3, -0.2, 1.7, 0.7, -21.0, 15.1, -5.4, 28.5, -3.4, -5.1
CC(C)n1cc(-c2nc(C(=O)NN)cs2)c(=O)n(Cc2ccccc2)c1=O
→ 1.6, -0.3, 5.4, -7.6, -31.7, 16.8, 12.2, 24.8, 13.1, 1.0
O=C(COC(=O)C1CC(=O)N(Cc2ccccc2)C1)Nc1ccc2c(c1)OCO2 (centres undefined)
→ 3.6, 0.7, 2.8, 5.6, -31.4, 0.9, 10.7, 2.9, 5.8, 3.2
Cc1ccccc1-n1c(=S)[nH]c2nc3c(cc2c1=O)CCCC3
→ -0.6, -1.0, 0.3, 2.6, -56.1, 22.7, -23.6, 19.9, 0.2, -3.2
CC(C)CN1C(=O)C(=O)N(CC(=O)N2CCN(c3ccccc3)CC2)C1=O
→ x, -0.2, -2.0, 28.3, x, -3.2, -10.6, 38.5, 19.2, x
COc1ccc(C(O)(C(=O)NNc2ccc(C)cc2)c2cccs2)cc1 (centres undefined)
→ 4.1, -0.7, 21.1, -2.3, 5.6, 7.7, u, 0.3, 3.0, -7.6
COc1ccccc1C1CC(c2ccccc2)=NN1S(=O)(=O)c1ccccc1 (centres undefined)
→ 5.5, 0.0, -5.2, 3.3, -34.5, -6.2, -2.7, 6.4, 13.1, 2.9
COC1(NC(=O)c2ccccc2)C(C)=CC(=O)C=C1C
→ 1.8, -0.3, -3.5, 3.4, -0.7, -5.2, 5.0, 1.8, 2.5, 5.5
COc1cc(/C=C/C(=O)OCC(=O)N2CCc3ccccc3C2)ccc1O
→ -1.9, -0.1, 6.0, -9.6, -32.9, -33.7, -0.1, 41.8, -14.8, -0.3

# Compound profiles, as listed above:
# `CN(C)c1ccc(/C=C2\C(=N)N3N=C(CC(=O)N4CCCC4)SC3=NC2=O)cc1Br` as listed: HSP90 refold inh = -3.9; HIF act = -0.1; HSF1 inh = 3.3; Platelet DG rel = 0.2; KLF5 inh = 3.2; aSyn 5UTR inh = -0.2; HSF-1 act = 9.1; AI-2 QS mod = 12.8; SKKanGAS inh = -4.1; IEC-6 tox = -9.0
# `O=C(Nc1cccc(Cl)c1Cl)c1ccncc1` as listed: HSP90 refold inh = -0.8; HIF act = -27.4; HSF1 inh = -11.8; Platelet DG rel = -3.3; KLF5 inh = -11.5; aSyn 5UTR inh = -13.7; HSF-1 act = 5.9; AI-2 QS mod = 14.9; SKKanGAS inh = 13.7; IEC-6 tox = 1.3
# `O=C(c1ccco1)N1CCN(C(c2ccc(F)cc2)c2nnnn2Cc2cccs2)CC1` (centres undefined) as listed: HSP90 refold inh = 1.4; HIF act = -2.0; HSF1 inh = 5.6; Platelet DG rel = 7.1; KLF5 inh = -9.5; aSyn 5UTR inh = -4.5; HSF-1 act = 10.1; AI-2 QS mod = 33.8; SKKanGAS inh = -3.5; IEC-6 tox = 5.9

# Additional compounds follow:
# Values in the order – HSP90 refold inh, HIF act, HSF1 inh, Platelet DG rel, KLF5 inh, aSyn 5UTR inh, HSF-1 act, AI-2 QS mod, SKKanGAS inh, IEC-6 tox
CCN(CC)C(=O)c1sc(NC(=O)c2ccc(C)c([N+](=O)[O-])c2)c(C#N)c1C
→ -2.6, 0.1, -9.0, 9.1, -19.1, -19.8, -4.3, 16.9, 0.8, -11.4
CC(C)[C@H](NC(=O)N1CCn2c1nc1ccccc12)C(=O)NCc1ccccc1Cl
→ -5.3, -0.6, 6.4, 3.4, -5.5, 9.2, 18.1, 8.7, 0.1, -2.6
O=C(OCc1ccc([N+](=O)[O-])cc1)C1CCN(S(=O)(=O)c2ccccc2)CC1
→ 3.8, -0.1, 15.8, -11.6, -23.9, -1.9, 33.6, 0.3, -12.7, 2.7
Cc1ccc(-c2cc(-c3ccccc3)nc(NN)n2)cc1
→ -2.8, -1.2, -0.2, 0.4, -23.4, -9.0, 1.2, -21.2, 42.9, 5.9
Cc1ccc(-n2nnnc2SCC(=O)N2CCc3ccccc3C2)cc1
→ 0.0, 0.0, 3.7, 11.2, 4.7, -0.3, 17.3, 11.0, -3.7, 6.0
COC(=O)CSc1[nH]c(=O)cc(C)c1C#N
→ -9.0, -0.2, -5.7, -3.6, -21.6, 4.1, -6.8, 13.1, -3.4, -4.4
NC(=O)c1c(NC(=O)c2ccc(S(=O)(=O)N3CCOCC3)cc2)sc2c1CCCCC2
→ -0.7, 0.0, -5.9, -14.0, -19.4, 8.7, -2.2, 29.2, -8.7, 0.4
COc1ccc(CCC(=O)NNC(=O)Nc2ccc(C(C)=O)cc2)cc1
→ -1.1, 1.0, -3.7, 0.9, -12.1, -23.2, 1.6, 11.4, 9.7, -4.1
Cc1c(CN2CCCC(CO)(Cc3cccc(Cl)c3)C2)cnn1C (centres undefined)
→ 0.9, -0.9, 1.4, 9.6, -4.9, 2.3, 2.0, 19.2, 1.0, -5.3
O=C(CSc1cccs1)Nc1cccc2ccccc12
→ 4.1, 2.0, 23.9, -9.0, -50.8, -112.4, 62.7*, 24.8, 2.5, -1.1
CC(C)N1C(=O)CN(C2CCCCCC2)C(=O)C1c1ccccc1F (centres undefined)
→ -0.9, 2.0, -55.5*, -2.2, -87.3, -140.3, -64.2, 13.8, 3.3, -0.4
O=C(CCC(=O)N1CCSc2ccccc21)NCc1ccc(Cl)cc1
→ -2.0, -0.3, 2.2, -1.2, -17.2, 6.8, 3.0, -5.6, 0.0, 6.3
COc1cc2c(cc1CN1CCN(C(=O)c3cc(OC)c(OC)c(OC)c3)CC1)OCO2
→ -2.2, 0.3, -6.4, 10.5, 2.5, 12.9, 7.5, 12.4, 0.9, 4.8
CCC(C(=O)NC(C)c1ccccc1)C(=O)NC(C)c1ccccc1 (centres undefined)
→ -0.9, -0.4, 2.9, 10.7, -44.1, -2.3, 19.9, 7.0, -3.2, 4.6
C/C(CC(=O)Nc1ccccn1)=N\NC(=O)c1ccc2ccccc2c1
→ 6.4, 0.4, 10.4, -1.7, 2.7, -64.4, 20.5, 8.4, -0.4, -3.6
CCc1ccccc1OCCCCN1CCCC1
→ -1.7, 0.2, -12.4, 6.8, -20.2, -8.0, -16.9, -3.7, -1.5, 0.2
O=C(c1ccc(NC(=O)C(c2ccccc2)c2ccccc2)cc1)c1ccc(C(=O)O)c(C(=O)O)c1
→ 1.1, -0.8, -3.3, 2.6, -26.7, -2.9, 8.6, 1.9, 1.6, -1.4
Cc1oc2cc3oc(=O)c(CCC(=O)NCCC(=O)O)c(C)c3cc2c1C
→ 0.7, -25.1, -11.5, -6.9, -20.6, 12.4, -10.8, 18.9, 3.9, -8.3
